Assay outcomes as filed in PubChem.
BRCA1 expr up = activators of BRCA1 expression; MCF7-BRCA1-FFLuc reporter, luminescence, 48 h; response scale: scaled: vehicle 0%, 10 µM genistein 100%; Potency, µM (doses to about 46.1 µM), inactives show at the highest dose activation, usual class: activators; 380,000 tested, 1.1% active; further: nearly all actives have a fitted effect of over 80% in size; some results filed as inactive show a strong effect at the top dose
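MCF7-BRCA1-FFLuc cells, 2000/well in phenol-red-free MEM, attached 2 h then treated 48 h at 37 C. Luciferase luminescence read 15 min after reagent; normalized to genistein maximum activation (10microM) and DMSO, concentration-response fitted.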
Gal4-VP16 FLuc = inhibits Gal4-VP16 luciferase reporter, ROR gamma counter-screen; Drosophila S2 Gal4-VP16 UAS-luciferase, luminescence, 20 h; Potency, µM (series often up to 53.6 µM), for inactives: at the highest dose activity, negative = inhibition, hits mostly inhibitors; 310,000 tested, 3.5% active;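 further: Gal4-VP16 expression switched on by copper sulfate through the metallothionein promoter; on the % scale 0 is the no-effect control and ±100 the full control effect; nearly all actives have a fitted effect of over 50% in size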
uPA surface inh = cell surface uPA generation inhibition | cell surface uPA generation assay, qHTS | AID 540303 | 330,000 tested, 0.31% active | Potency, µM (highest dose often 38.3 µM), for inactives: at the highest dose activity change, negative = inhibition, most hits filed as inhibitors; active means well fitted inhibition curve with a large enough effect; inconclusive means small, poorly fitted or top-dose-only effect; inactive means no such curve, though single readings can be large or run the other way; tested in mouse RAW 264.7 cells; further: on the % scale 0 is the no-effect control and ±100 the full control effect; nearly all actives have a fitted effect of over 55% in size
RORg inh = inhibitors of mouse ROR gamma transcriptional activity; P51450; Drosophila S2 Gal4-RORgamma UAS-luciferase reporter, 20 h; Potency, µM (top dose mostly 53.6 µM), inactives show at the top dose activity change, negative = inhibition, hits mostly inhibitors; 310,000 tested, 5.4% active; AID 2551; further: on the % scale 0 is the no-effect control and ±100 the full control effect; nearly all actives have a fitted effect of over 60% in size
Target sequence (P51450 whole entry, looked up, the tested form may be a part): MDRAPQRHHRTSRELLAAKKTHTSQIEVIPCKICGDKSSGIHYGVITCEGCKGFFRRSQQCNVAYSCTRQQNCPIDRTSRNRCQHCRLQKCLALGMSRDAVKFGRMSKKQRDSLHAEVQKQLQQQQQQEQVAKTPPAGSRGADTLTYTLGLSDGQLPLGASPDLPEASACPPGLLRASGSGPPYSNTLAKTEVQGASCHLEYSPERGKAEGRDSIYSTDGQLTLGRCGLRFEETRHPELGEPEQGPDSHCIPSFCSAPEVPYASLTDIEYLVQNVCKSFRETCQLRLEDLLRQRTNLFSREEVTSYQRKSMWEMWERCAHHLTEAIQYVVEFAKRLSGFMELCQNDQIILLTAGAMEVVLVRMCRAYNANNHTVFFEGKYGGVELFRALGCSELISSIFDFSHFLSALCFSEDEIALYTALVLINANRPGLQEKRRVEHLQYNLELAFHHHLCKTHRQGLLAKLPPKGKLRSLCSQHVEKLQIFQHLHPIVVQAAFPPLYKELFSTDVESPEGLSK
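Stable Schneider cell line, Gal4 DNA-binding domain fused to ROR gamma, UAS-luciferase. Cmpd 1 hr RT → CuSO4 700 uM final → 20 hr RT → luciferase reagent 10 min → luminescence.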
Rab9 promoter act = activates the Rab9 promoter | Huh7 Rab9 promoter-luciferase reporter, luminescence, 24 h | Potency, µM (doses to about 9.22 µM), without a hit: top-dose activation, negative = inhibition, most hits filed as activators | 320,000 tested, 2.8% active; further: % of control where 0% means no effect; nearly all actives have a fitted effect of over 60% in size
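Huh7 cells stably carrying Rab9 promoter–luciferase reporter, plated 1500 cells/well, compound added after 2 h and incubated 24 h at 37 °C; luciferase luminescence then read after 10 min with detection reagent.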
FLuc modulator = counter-screen for miR-21 project: firefly luciferase inhibitors or activators; purified FLuc, Km substrates, luminescence inhibition; Potency, µM (highest dose often 57.5 µM), inactives show at the highest dose activity change, negative = inhibition, hits mostly inhibitors; 360,000 tested, 6.9% active; P08659;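 further: plate controls were vehicle for no effect and reference inhibitor for full effect; nearly all actives have a fitted effect of over 55% in size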
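Purified P. pyralis luciferase (10nM final) with 10uM D-luciferin and 10uM ATP (Km levels) in 50mM Tris acetate pH 7.5, 10mM Mg acetate, 0.01% Tween-20, 0.05% BSA; qHTS 6-point titration, ~60 µM downward; luminescence read.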
p53 reactivation = re-activators of mutant p53; H1299 p53-A138V BP100-luciferase reporter, luminescence, 24 h; 320,000 tested, 0.063% active; Potency, µM (doses to about 92.2 µM), inactives show top-dose activity change, positive = activation, usual class: activators; further: % of control where 0% means no effect; nearly all actives have a fitted effect of over 45% in size
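H1299 (p53-null), stable ts p53-A138V + BP100-Luc; 1000 cells/well, Opti-MEM/10% FBS; cpd 4 pt, 1:5; 24 h, 37 deg C, 5% CO2; detection reagent 10 min RT; luminescence.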
ELG1 genotoxic = genotoxicity induction in ELG1-luciferase HEK293T cells; HEK293T ELG1-luciferase reporter, luminescence, 16 h; Potency, µM (top dose mostly 46 µM), for the others: top-dose activity change, positive = activation, usual class: activators; 330,000 tested, 1.3% active; AID 504466; further: % of control where 0% means no effect; nearly all actives have a fitted effect of over 60% in size
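Reporter readout depends on ELG1 protein level, which increases with genetic stress. After 16 hr compound exposure at 37 °C, luciferase activity was quantified using ONE-Glo.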
CXXC DNA block = blocks binding of human MLL CXXC domain to DNA | Q03164 | MLL-CXXC / FITC-HOXA9 DNA fluorescence polarization | Potency, µM (titrated, usually from 115 µM), without a hit: at the highest dose activity change, negative = inhibition, most hits filed as inhibitors | 290,000 tested, 0.037% active | AID 2662; active means well fitted inhibition curve with a large enough effect in the polarisation, with a control signal flat, not every such curve was filed as active; inconclusive means small, poorly fitted or top-dose-only effect, or effect the other way, or a change in a side signal; inactive means no such curve, though single readings can be large or run the other way; the % refers to the polarisation
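Fluorescence polarization: 7 uM MLL-CXXC (stock) preincubated 5 min with compounds, then 50 nM fluorescein-HOX-A9 DNA (stock) added; 30 min ambient. Buffer 50 mM Tris-HCl pH 7.5, 50 mM NaCl, 1 mM DTT, 0.05% BSA.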
MBNL1-CUG inh = blocks human MBNL1 binding to CUG repeat RNA; Q9NR56; TR-FRET MBNL1-His/biotin-(CUG)12 binding, 665/545 ratio; Potency, µM (series often up to 57.5 µM), without a hit: top-dose activity change, negative = inhibition, most hits filed as inhibitors; 280,000 tested, 0.036% active; active means well fitted inhibition curve with a large enough effect in the signal ratio, with a control signal flat, not every such curve was filed as active; inconclusive means small, poorly fitted or top-dose-only effect, or effect the other way, or a change in a side signal; inactive means no such curve, though single readings can be large or run the other way; the % refers to the signal ratio; further: on the % scale 0 is the no-effect control and ±100 the full control effect
Target sequence (Q9NR56 whole entry, looked up): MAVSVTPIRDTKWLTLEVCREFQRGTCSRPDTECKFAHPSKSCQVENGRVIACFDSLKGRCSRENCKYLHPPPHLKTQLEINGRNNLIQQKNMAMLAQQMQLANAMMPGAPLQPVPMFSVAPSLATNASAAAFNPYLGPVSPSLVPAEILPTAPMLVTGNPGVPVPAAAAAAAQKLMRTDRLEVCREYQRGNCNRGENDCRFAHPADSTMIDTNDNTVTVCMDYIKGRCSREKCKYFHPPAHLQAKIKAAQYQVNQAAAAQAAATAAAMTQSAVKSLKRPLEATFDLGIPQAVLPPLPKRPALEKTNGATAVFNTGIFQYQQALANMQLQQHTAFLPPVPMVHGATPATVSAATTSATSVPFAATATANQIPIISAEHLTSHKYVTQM
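Compounds (final 92 nM to 58 uM) are added to His-tagged MBNL1 and biotin-(CUG)12, then terbium anti-His antibody and streptavidin-XL665 (5 nM final). After 60 min at room temperature, the 665/545 nm ratio is read.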
NPC1 prom act = activators of NPC1 promoter; 320,000 tested, 2.4% active; Potency, µM (series often up to 9.22 µM), for inactives: at the top dose activation, most hits filed as activators; AID 485313; Huh7 NPC1 promoter luciferase reporter, 24 h;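 further: % of control where 0% means no effect; nearly all actives have a fitted effect of over 60% in size; reporter is driven by a mutant NPC1 promoter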
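Cells: Huh7 expressing luciferase under the NPC1 promoter, 1500/well. Seeded 2 h, compound added, incubated 24 h at 37 °C. Luciferase reagent, 10 min ambient, then luminescence.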
An asterisk follows results filed as active; ? = inconclusive; / = no result given; [ ] = dose if it differs, or a comment. Unless noted, the call rests on the fitted dose curve; in most records, active means well fitted curve in the direction sought with a large enough effect; inconclusive means small, poorly fitted or top-dose-only effect, or another doubt; inactive means no such curve, though single readings can be large; an effect the other way counts as inactive or inconclusive. Potency means the concentration at half of the fitted maximal effect.

SMILES | BRCA1 expr up | Gal4-VP16 FLuc | uPA surface inh | RORg inh | Rab9 promoter act | FLuc modulator | p53 reactivation | ELG1 genotoxic | CXXC DNA block | MBNL1-CUG inh | NPC1 prom act
N#Cc1nc(COc2ccc(-c3ccccc3)cc2)oc1NCc1cccnc1 | -34% | ? | -13% | -3% | / | ? | / | / | -2% | -7% | /
CC1CCCN(C(=O)c2nn(C)c3c2CS(=O)(=O)c2ccccc2-3)C1 (configuration not stated) | 37% | -1% | 2% | -1% | 0% | 3% | -15% | -2% | -5% | 6% | 2%
Cc1ccccc1C(=O)Nc1ccccc1N1CCCCC1 | -16% | -1% | -4% | ? | 0% | 6% | 1% | -4% | -2% | 0% | -6%
COc1cc(OC)c(C(=O)Nc2ccncc2)cc1OC | 40% | -13% | 13% | 1% | 8% | ? | 2% | 0% | -3% | -11% | 2%
COc1cc(C(=O)NCC(=O)N2CCN(S(=O)(=O)c3cc(C)ccc3C)CC2)cc(OC)c1OC | -43% | 8% | 2.2µM* | 23% | -7% | 4% | -26% | -7% | -4% | -1% | -30%[inhibitor]
O=C(CCN1C(=O)c2ccccc2S1(=O)=O)Nc1cccc2ccccc12 | -10% | -28% | / | 41% | 0% | -1% | 4% | -3% | -8% | 3% | -5%
CC(C)C1S/C(=N/N=C/c2cccs2)NC1=O (configuration not stated) | 47% | 0.89µM* | -2% | 0.32µM* | 15% | -10% | 4% | 0% | 0% | -8% | 7%
O=C(CSc1nnc(-c2ccncc2)n1Cc1ccco1)Nc1ccccc1Cl | 3% | 13% | -2% | ? | -3% | 1% | -3% | -6% | -5% | -5% | -2%
Cc1onc(-c2ccccc2Cl)c1C(=O)N(Cc1nc(-c2ccccc2)no1)C1CCCCC1 | -23% | 3% | / | 0% | 0% | 3% | 9% | -2% | 0% | 1% | 1%
Cc1cccc(C)c1N1CCc2cn[nH]c21 | 0% | -3% | 0% | ? | -1% | 5% | -5% | -4% | -1% | -8% | -1%
CC(C)CNC(=S)NNC(=O)c1csc2c1CCC(C)C2 (configuration not stated) | -4% | ? | / | ? | 4% | 1% | 7% | -5% | -2% | 4% | 0%
CN1CCN(c2ccc(S(=O)(=O)N3CCCCC3)cc2NC(=O)COc2cccc(Cl)c2)CC1 | -40% | / | ? | / | -4% | 0% | 3% | -18% | / | / | -7%
CC(C)(C)SCCNC(=O)/C=C/c1ccc([N+](=O)[O-])cc1 | 41% | 24% | 1% | ? | 1% | -20% | 4% | 1% | 4% | ? | 7%
Fc1ccccc1-n1cn[nH]c1=S | 8% | 1% | -3% | -36% | ? | -12% | 4% | 18% | -13% | -10% | 4%
CCOc1ccc(NS(=O)(=O)c2ccc(NC(=O)c3ccccn3)cc2)cc1 | 9% | / | 4% | / | -2% | -3% | 5% | 1% | / | / | 1%
CCOC(=O)c1ccc(Nc2nnc(C)c3ccccc23)cc1 | 63% | 0% | -2% | 29% | 10% | 17µM* | 6% | 3% | -1% | 15% | 20%
CCN(CC)C(=O)Cn1ncc2c1-c1ccccc1OC2 | 20% | 12% | -6% | 21% | 9% | 0% | -5% | -1% | -8% | -1% | -2%
COCc1cc(=O)[nH]c(-c2ccccc2)n1 | 16% | -18% | 11% | 2% | 0% | 0% | 4% | 2% | -9% | -5% | -3%
CC(=O)Nc1ccc(NC(=O)CSc2ccc(-c3sc(C)nc3C)nn2)cc1 | -30% | -6% | -6% | -15% | 0% | ? | 1% | 1% | 10% | 20% | -5%
O=C(Cc1cn(Cc2cccc(Cl)c2)c2ccccc12)N1CCCC1 | -34% | -2% | 4% | 26% | 0% | 2% | -3% | 0% | -2% | -1% | 0%
CCO[C@H]1OC(C(=O)Nc2ccccc2)=C[C@@H](c2cn(C(C)=O)c3ccccc23)[C@@H]1CCCO | -6% | 7% | 6% | 34% | -4% | 0% | -2% | -3% | -4% | 2% | 0%
O=C(NC(=S)N1CCOCC1)C12CC3CCC(CC(C3)C1)C2 | 2% | 6.3µM* | 2% | 4.5µM* | 2% | 3% | -14% | 1% | -1% | -4% | -1%
O=C(NCCN1CCOCC1)C(=O)NCC1OCCN1S(=O)(=O)c1ccccc1 (configuration not stated) | -29% | 6% | -1% | 19% | 3% | -2% | 2% | -8% | -2% | -6% | -5%
Cc1noc(C)c1CSc1nc2sc(C)c(C)c2c(=O)n1-c1ccccc1 | -14% | -2% | 1% | 10% | -6% | -2% | -2% | 8% | 12% | -3% | -3%
O=S(=O)(NCCCCNS(=O)(=O)c1c(F)cccc1F)c1ccc2c(c1)OCCO2 | -2% | / | -5% | / | 1% | -1% | -13% | -1% | / | / | 0%
Cc1noc(C)c1COC(=O)C1CC(O)CN1S(=O)(=O)c1ccc(Cl)cc1 (configuration not stated) | 1% | 4% | -4% | -3% | 1% | 3% | 1% | -2% | 9% | -2% | -2%
O=C(Nc1ccccc1)C1CC=CCC1C(=O)OCC1CCCO1 (configuration not stated) | -13% | 7% | 2% | 8% | 0% | 0% | -2% | 2% | -8% | -3% | 2%
CCOC(=O)c1cc(S(=O)(=O)N2CCN(Cc3ccccc3)CC2)cn1C | -3% | -2% | 8% | -16% | -2% | 4% | / | -1% | / | -2% | -4%
COc1ccc(Cl)cc1NC(=O)CSc1nnc(Cc2ccc(C)cc2)c(=O)[nH]1 | -4% | / | 1% | / | 2% | 1% | 11% | -11% | / | / | 1%
CCOC(=O)c1sc2nc(NC(=O)C3CCCCC3)sc2c1C | 87% | -10% | 9% | 15% | 29% | -8% | 6% | -1% | 6% | 13% | 26%
C/C(=N\NC(=O)Cc1c[nH]c2ccccc12)c1ccc2ccccc2c1 | -37% | -12% | -1% | ? | -3% | ? | ? | 2% | 8% | 8% | 0%
COc1ccc(NC(=O)C2CC(=O)N(c3ccccc3Cl)C2)c(OC)c1 (configuration not stated) | -3% | -4% | 0% | 0% | -1% | -1% | 0% | -1% | 0% | -5% | 2%
CC1CC(C)CN(c2oc(Cc3ccccc3)nc2C#N)C1 (configuration not stated) | -5% | -26% | 2% | ? | -3% | 0% | 21% | -1% | -1% | -10%[11.5 µM] | 0%
COc1ccc(Cl)cc1NC(=S)N1CCN(C(=O)c2ccco2)CC1 | -19% | 1% | -1% | 4% | -11% | 1% | -5% | 0% | 1% | -2% | -2%
CC(=O)NCC(=O)OCC(=O)Nc1nc(-c2ccccc2)cs1 | 99% | 5% | 4% | 1% | 30% | -14% | 8% | ? | 2% | ? | 16%
COc1ccccc1-c1cc(C(F)(F)F)nc(NCc2cccs2)n1 | -50% | -1% | 2% | 3% | -6% | 2% | 5% | -2% | 4% | 4% | -5%
Cc1ccc(C2N=C(N)Nc3nc(=O)c4ccccc4n32)cc1 (configuration not stated) | 0% | 0% | 4% | 38% | -1% | 3% | -3% | 7% | 4% | -7% | -6%
CCOC(=O)C1CCN(Cc2ccc3ccccc3c2)CC1 | -19% | -4% | 7% | -22% | 4% | 0% | / | -3% | 2% | 0% | -4%
Cc1onc(-c2ccccc2)c1C(=O)N1CC(C)OC(C)C1 (configuration not stated) | -16% | 1% | 2% | 4% | 1% | -4% | -1% | 0% | -24% | -8% | 1%
S=C(NCc1ccccc1)Nc1ccncc1 | -4% | 14µM* | -7% | -11% | -14% | 1% | -17% | 1% | 2% | -11% | -10%
COc1cc(NC(=O)c2[nH]c(C)c(C(C)=O)c2C)cc(OC)c1OC | -40% | 7% | -10% | -21% | 0% | -3% | -3% | ? | 3% | 13% | -4%
OCC1(CCCc2ccccc2)CCN(Cc2cnc(N3CCOCC3)s2)CC1 | -49% | -1% | -11% | -1% | -14% | 1% | 0% | -9% | -1% | -5% | -9%
O=C1C2CC=CCC2C(=O)N1c1ccc(NCCc2ccccc2)c([N+](=O)[O-])c1 (configuration not stated) | 34% | -24% | 2% | ? | -4% | ? | 5% | 15% | 6% | 20% | 12%
COc1ccc(NC(=O)CSc2nnnn2C2CCCCC2)cc1 | 11% | 2% | -5% | ? | 2% | 1% | 4% | -4% | 5% | 0% | -4%
COC(=O)[C@H]1CCCN1C(=O)Nc1cccc(Oc2c(F)c(F)c(F)c(F)c2F)c1 | -16% | 8% | 0% | 11% | 0% | 3% | 14% | 2% | 0% | -1% | 3%

Not all compounds are listed (hit frequency here may not be typical).
